pPAFAH inh: pPAFAH (human) enzyme inhibition. actives 1.5% (n = 330,000). Q13093. inhibition, % at 3.39 µM. recombinant pPAFAH, FP-rhodamine probe fluorescence polarization;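 active = inhibition above the mean inhibition across the screen plus 3 SD, cut at about 25% in these data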;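 also: inhibitors block binding of the rhodamine activity-based probe so polarization drops; 0% = enzyme with DMSO and 100% = wells lacking pPAFAH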
PAFAH1B2 inh: blocks human PAF acetylhydrolase 1b catalytic subunit 2 | actives 1.2% (n = 340,000) | AID 492953 | recombinant PAFAH1B2, FP-rhodamine activity probe, fluorescence polarization | inhibition, % at 3.39 µM | P68402;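 active = inhibition above the mean of all tested compounds plus 3 SD, cut at about 24% in these data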;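 also: 0% = enzyme with DMSO and 100% = wells lacking PAFAH1B2; many of its hits are not listed in these tables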
Target sequence (P68402 whole entry, looked up): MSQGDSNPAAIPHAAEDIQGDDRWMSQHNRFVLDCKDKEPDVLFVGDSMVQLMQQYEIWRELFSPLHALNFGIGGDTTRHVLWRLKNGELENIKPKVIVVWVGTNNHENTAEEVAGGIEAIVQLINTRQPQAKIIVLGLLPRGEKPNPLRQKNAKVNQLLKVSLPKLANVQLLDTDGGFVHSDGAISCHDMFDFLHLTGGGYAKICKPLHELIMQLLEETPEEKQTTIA
AHR activator: activates the human aryl hydrocarbon receptor | actives 2.5% (n = 320,000) | P35869 | AHR-responsive luciferase reporter cells, luminescence | activation, % at 5 µM; in the data active = activation above about 47%;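 also: 0% = vehicle wells and 100% = reference agonist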
Target sequence (P35869 whole entry, looked up): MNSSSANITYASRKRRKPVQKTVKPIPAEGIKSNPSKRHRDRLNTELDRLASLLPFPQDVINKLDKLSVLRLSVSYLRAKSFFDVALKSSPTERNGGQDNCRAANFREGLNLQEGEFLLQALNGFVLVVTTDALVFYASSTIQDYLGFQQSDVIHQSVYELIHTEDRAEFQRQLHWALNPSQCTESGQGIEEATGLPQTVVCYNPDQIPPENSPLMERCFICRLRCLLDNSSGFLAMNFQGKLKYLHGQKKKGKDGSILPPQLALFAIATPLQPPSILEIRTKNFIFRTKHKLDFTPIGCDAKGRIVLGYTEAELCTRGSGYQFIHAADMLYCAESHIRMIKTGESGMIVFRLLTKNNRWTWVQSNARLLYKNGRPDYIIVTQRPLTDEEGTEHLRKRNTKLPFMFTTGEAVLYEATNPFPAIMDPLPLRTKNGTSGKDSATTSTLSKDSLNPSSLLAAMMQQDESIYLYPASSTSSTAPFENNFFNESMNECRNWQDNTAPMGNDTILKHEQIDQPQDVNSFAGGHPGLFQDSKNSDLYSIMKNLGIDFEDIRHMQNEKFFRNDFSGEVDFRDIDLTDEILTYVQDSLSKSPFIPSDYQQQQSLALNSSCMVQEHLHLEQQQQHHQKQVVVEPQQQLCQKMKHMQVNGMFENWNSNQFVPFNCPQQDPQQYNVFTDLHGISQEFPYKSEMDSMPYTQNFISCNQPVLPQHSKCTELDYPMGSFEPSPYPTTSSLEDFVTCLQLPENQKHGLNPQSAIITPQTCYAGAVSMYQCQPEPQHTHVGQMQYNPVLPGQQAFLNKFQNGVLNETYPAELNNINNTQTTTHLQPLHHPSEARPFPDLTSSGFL
Fam108B counter: blocks mouse Fam108B hydrolase in RBBP9 counter-screen; recombinant Fam108B, FP-Rh probe fluorescence polarization; inhibition, % at 9.51 µM; actives 0.33% (n = 300,000); AID 1947;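 active = inhibition above the screen mean inhibition plus 3 SD, computed separately per campaign, cut at about 18% in these data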;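 also: inhibitors lower polarization as less probe binds the enzyme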
MEX-5 binding: C. elegans MEX-5 TCR-2 RNA binding activity. Q9XUB2. MEX-5/FITC-TCR2 RNA binding, fluorescence polarization; stronger effect = lower value. activity score (negative = inhibition of binding), % at 10 µM. actives 0.38% (n = 300,000). AID 1832;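 active = inhibition past about -25% in most replicates, and total fluorescence under double the plate's negative control median, limit read from the data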;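 also: 0% = DMSO and -100% = 5 µM competing unlabeled TCR2 RNA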
GLD-1 TGE inh: GLD-1-TGE RNA interaction inhibition (C. elegans). Q17339. AID 2280. purified GLD-1 + fluorescein TGE RNA, fluorescence polarization. inhibition, % at 5.96 µM. actives 0.44% (n = 320,000);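 active = percent inhibition above a per-plate cutoff, the plate mean of test compounds plus 3 SD, cut at about 30% in these data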;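 also: 0% = DMSO wells with GLD-1 and probe and 100% = wells lacking GLD-1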
MCL1-BIM inh: inhibitors of human MCL1 binding to BIM-BH3 peptide; Q07820; GST-MCL1 / FITC-Bim-BH3 fluorescence polarization; inhibition, % at 10.9 µM; actives 0.68% (n = 320,000); AID 2057;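 active = inhibition above the mean inhibition of all tested compounds plus 3 SD, set per campaign, cut at about 40% in these data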;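 also: 0% = DMSO wells and 100% = unlabeled Bim-BH3 peptide control; higher means more loss of mP so more displacement of Bim peptide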
PME-1 inh: blocks human protein phosphatase methylesterase 1; actives 0.53% (n = 320,000); recombinant PME-1, FP-Rh probe fluorescence polarization; Q9Y570; inhibition, % at 5.9 µM;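 active = inhibition above the campaign mean of all compounds plus 3 SD, cut at about 26% in these data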;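 also: competitive labeling of PME-1 active site by serine hydrolase directed probe; 0% = PME-1 with DMSO and 100% = wells lacking PME-1 enzyme; inhibitors block probe labeling so polarization falls and inhibition rises; many of its hits are not listed in these tables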
BCLXL inh: inhibitors of human Bcl-xL. AID 2129. GST-Bcl-xL / FITC-Bim BH3 peptide fluorescence polarization. Q07817. inhibition, % at 10.9 µM. actives 0.7% (n = 320,000);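 active = inhibition above the mean of all tested compounds plus 3 SD, cutoff set per campaign, cut at about 30% in these data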;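 also: 0% = DMSO wells and 100% = unlabeled Bim-BH3 peptide competitor; inhibitors lower millipolarization by displacing the labeled peptide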
An asterisk follows results filed as active; . = no result given. Some of the compounds tested; the hit share may differ from the screen's.

Sequence of screens: pPAFAH inh, PAFAH1B2 inh, AHR activator, Fam108B counter, MEX-5 binding, GLD-1 TGE inh, MCL1-BIM inh, PME-1 inh, BCLXL inh
Cc1cccc(C)c1NC(=O)COC(=O)c1ccccc1Nc1ccccc1
→ 5, 0, 0, -3, 0.3, 1, 0, -3, 0
Cc1ccccc1N(CC(=O)N/N=C/c1ccc(Cl)cc1)C(=O)c1ccccc1
→ 17, -2, 19, -2, -0.3, 11, 4, -9, 2
COc1ccc(NC(=O)CN(c2ccc(C)cc2)S(=O)(=O)c2c(C)nn(C)c2C)cc1
→ -1, 1, 2, 3, -0.9, 10, -2, 2, -1
O=C(OCCNC(=O)c1ccc2ccccc2n1)c1cccnc1
→ 6, -1, 0, 1, 2.2, -3, -3, -1, 0
CN1CCN(CC(=O)Nc2c(C(=O)c3ccccc3)oc3ccccc23)CC1
→ -5, -1, 79*, 0, -1.3, 2, 5, -3, 4
COc1ccc(C(=O)CC(=O)C(=O)Nc2ccc(C)c(Cl)c2)cc1
→ -6, 5, 1, -6, 1.6, -1, 1, -3, -1
CCCn1c(-c2cccc([N+](=O)[O-])c2)nc2c1c(=O)[nH]c(=O)n2Cc1ccccc1
→ -1, 3, 1, 4, 0.9, 6, 1, 8, 2
COc1ccc(NC(=O)c2ccc3ncsc3c2)c2ccccc12
→ 8, 1, 25, -6, 2.0, 6, 5, -2, 8
CCOC(=O)C(/C(C)=N/NC(=O)c1ccccc1[N+](=O)[O-])C(C)C (stereo unspecified)
→ 6, 2, 2, 2, -1.6, 7, 6, -1, 1
CCN(CC(=O)Nc1ccc2c(c1)OCCO2)Cc1nc2cc(Cl)ccc2c(=O)[nH]1
→ 2, 4, 13, ., ., -2, 0, 0, -2
O=C(COC(=O)C1CC(=O)N(c2ccc3c(c2)OCCO3)C1)Nc1ccc2c(c1)CCC2 (stereo unspecified)
→ 4, 3, 21, 6, -1.4, -2, -8, 0, -1
O=C(c1ccc(S(=O)(=O)N2CCOCC2)cc1)N1CCN(C2=NS(=O)(=O)c3ccccc32)CC1
→ -5, 1, -2, -2, 1.5, 5, 3, -2, 5
O=C(Cc1ccccc1)NCC(=O)N/N=C/c1ccc(Cl)cc1
→ -11, 3, 4, -2, -0.5, -2, 0, -12, 1
COc1ccc(C(=O)NCC(=O)OCC(=O)Nc2cc([N+](=O)[O-])ccc2F)cc1
→ 5, 0, 1, 1, -0.5, -3, -4, 5, -1
COC(=O)CSC1=C(C#N)C(c2ccc(C(C)C)cc2)CC(=O)N1 (stereo unspecified)
→ 6, 3, -3, 8, 1.2, -1, 2, -1, 3
CC(C)(C)c1ccccc1NC(=O)c1ccco1
→ 12, 0, -1, -3, 1.9, 0, 2, 4, 0
CN1CCN(c2ccccc2NC(=O)c2ccc(F)cc2)CC1
→ 0, 2, 2, 8, -1.0, 5, 2, 3, 6
CCOCCCNCC(=O)Nc1ccccc1N1CCOCC1
→ 2, 0, -2, 12, ., -1, 2, 4, 1
COc1cc2cc(CN(CCc3cccc(C)c3)C(=S)NCCCN(C)C)c(=O)[nH]c2cc1OC
→ 2, 2, 1, 2, 0.3, 3, -1, -3, 2
CN(C(=O)Cc1ccccc1)n1cnnc1
→ 0, 3, -2, 2, 1.1, 3, 3, -2, 1
O=C(CCc1nnc(CCCCc2ccccc2)o1)N1CCCCC1CCO (stereo unspecified)
→ 1, 11, 5, -2, 1.5, -8, 5, -1, -3
Cc1cc(C)nc(Nc2nc(-c3ccccc3)cs2)n1
→ 5, 6, 75*, 5, -2.5, 8, 5, 7, 6
CCOC(=O)CSc1nnc(CNC(=O)c2ccco2)n1-c1ccc(F)cc1
→ 5, 5, -3, 3, -2.7, 3, -2, 2, 0
COc1cccc(CC(NC(C)=O)C(=O)NC2CCN(c3nnnn3-c3ccccc3)CC2)c1OC (stereo unspecified)
→ 2, 1, 1, -3, 0.5, -1, 3, -6, 5
CC(C)C(=O)Nc1ccc(C(=O)Nc2ccc(S(=O)(=O)N3CCOCC3)cc2)cc1
→ 1, -3, 0, -4, -0.9, 0, -1, 1, 0
CCOc1ccccc1N(CC(=O)N1CCOCC1)S(=O)(=O)c1ccccc1
→ -2, 5, -1, 4, -1.9, 6, 10, -1, 6
Cc1csc(NC(=O)c2ccc(S(C)(=O)=O)cc2)n1
→ -3, 8, 0, 10, 1.1, -4, -4, 0, 5
COC(=O)c1cccc2c1-c1ccccc1/C2=N\NC(N)=O
→ 3, -3, 3, 2, -1.6, -4, -3, 2, 1
Cc1cccc(-n2c(SCC(=O)N(C)C3CCS(=O)(=O)C3)nc3ccccc3c2=O)c1C (stereo unspecified)
→ -1, 5, -1, 1, 0.5, 12, -2, 3, -1
O=C(Nc1cc(SCCO)cc([N+](=O)[O-])c1)c1ccc(Br)o1
→ 4, 5, 52*, -1, 0.5, 1, 7, 19, 0

Some of the entries above in a different format.
SMILES | pPAFAH inh | PAFAH1B2 inh | AHR activator | Fam108B counter | MEX-5 binding | GLD-1 TGE inh | MCL1-BIM inh | PME-1 inh | BCLXL inh
CCOC(=O)CSc1nnc(CNC(=O)c2ccco2)n1-c1ccc(F)cc1 | 5 | 5 | -3 | 3 | -2.7 | 3 | -2 | 2 | 0
COc1cccc(CC(NC(C)=O)C(=O)NC2CCN(c3nnnn3-c3ccccc3)CC2)c1OC (stereo unspecified) | 2 | 1 | 1 | -3 | 0.5 | -1 | 3 | -6 | 5

Sorted by count of non-hydrogen atoms (high to low): three of the compounds above.
Sequence of screens: pPAFAH inh, PAFAH1B2 inh, AHR activator, Fam108B counter, MEX-5 binding, GLD-1 TGE inh, MCL1-BIM inh, PME-1 inh, BCLXL inh
CCCn1c(-c2cccc([N+](=O)[O-])c2)nc2c1c(=O)[nH]c(=O)n2Cc1ccccc1
→ -1, 3, 1, 4, 0.9, 6, 1, 8, 2
O=C(OCCNC(=O)c1ccc2ccccc2n1)c1cccnc1
→ 6, -1, 0, 1, 2.2, -3, -3, -1, 0
CCOCCCNCC(=O)Nc1ccccc1N1CCOCC1
→ 2, 0, -2, 12, ., -1, 2, 4, 1

Additional records
Sequence of screens: pPAFAH inh, PAFAH1B2 inh, AHR activator, Fam108B counter, MEX-5 binding, GLD-1 TGE inh, MCL1-BIM inh, PME-1 inh, BCLXL inh
COc1ccc(C)cc1NC(=O)CSc1nnc(CC(=O)Nc2ccccc2F)n1C
→ 4, 5, 1, 2, 0.3, -3, 10, 0, -3
COc1cccc(NC(=S)N2CCC(NC(=O)C3CCCCC3)CC2)c1
→ 6, 5, 0, -5, -0.1, 2, 4, -1, 2
CCCCc1c(O)nc2ccccn2c1=O
→ 4, 1, 3, 0, 3.0, -3, -9, 5, 0
COc1cccc(CNC(=O)C(=O)NCCC2CCCCN2S(=O)(=O)c2ccc(C)cc2)c1 (stereo unspecified)
→ 2, 3, 0, -1, 0.6, 2, 2, -2, 0
CCCn1c(=O)n(C)c(=O)c2c(SCC(=O)NCc3ccco3)nc(C3CC3)nc21
→ 3, -2, 2, -8, 1.3, -1, -2, -1, 2
COc1cc(N/C=C2\CC(=O)NC(C)=C2C#N)cc(OC)c1OC
→ -1, 7, 2, 6, -1.7, 6, -4, -4, 9
CCOc1ccc2c(=O)c(-c3ccc4c(c3)OCCCO4)c(C)oc2c1
→ -1, -2, 2, -3, 2.6, 5, 10, -1, 6
Cc1nnc(NC(=O)c2ccc3ccccc3n2)s1
→ -3, 4, 22, -1, -0.2, 12, 5, 1, -2
CCOc1ccc(OCCCCOc2ccccc2C(C)=O)cc1
→ 5, 5, 10, 3, 0.4, 4, 4, -5, -3
O=C(Nc1nc(=O)c2ccccc2s1)c1ccc(Cl)cc1
→ 5, -2, 2, -4, 1.2, -6, 22, -1, 10
COc1cc2c(cc1OC)C1(CCCC1)CNC2C (stereo unspecified)
→ -1, 5, 0, 0, -0.5, 1, 3, -4, 0
CC1CC(C)CN(S(=O)(=O)N2CCC(C(=O)NCCc3ccccc3)CC2)C1 (stereo unspecified)
→ 9, 11, 3, 0, 3.4, 6, 4, -1, 3
COc1ccc(S(=O)(=O)Nc2cccnc2)c(Cl)c1Cl
→ -1, -1, 0, 2, -1.2, -5, 2, 0, 0
Cc1ccc(/C=C/c2nc3ccccc3[nH]2)o1
→ 5, 1, 45, 5, 0.8, 32*, 34, 0, 40*
COc1ccc(Cn2cccc(NC(=O)Nc3ccc(C#N)cc3)c2=O)cc1
→ 6, 3, 2, -1, 0.6, 5, -2, -7, 2
C[C@H](CO)N1C[C@H](C)[C@@H](CN(C)Cc2ccccc2)Oc2c(NS(=O)(=O)c3cn(C)cn3)cccc2C1=O
→ 0, 2, -2, ., ., 1, ., ., .
CN(/N=C/c1ccc(Cl)cc1)c1ncc(Cl)cc1C(F)(F)F
→ 2, 2, 8, 0, -2.5, -2, -4, 5, 8
Cc1ccccc1NC(=O)CNc1ccccc1N1CCCCC1
→ 6, 0, 8, -1, -0.4, -8, 12, 4, 6
COc1cccc(NC(=S)N(CCCN2CCOCC2)Cc2cn(C)c3ccccc23)c1
→ 4, 5, 3, 2, -0.6, -5, -2, -9, 0
Cc1ccc(NC(=O)CS(=O)CC(=O)Nc2ccccc2-c2ccc(C)o2)cc1 (stereo unspecified)
→ 5, 18, 11, 4, 0.7, 66*, 88*, 35*, 72*
CC[C@H](C)[C@H](NC(=O)c1ccccc1)C(=O)NC(CC(=O)O)c1ccc(F)cc1 (stereo partly specified)
→ -6, 0, -2, 7, -1.1, 11, 3, -5, 2
O=C(NCc1ccc(F)cc1)C(c1cccs1)N(C(=O)c1csnn1)C1CC1 (stereo unspecified)
→ 2, 6, 0, -1, 1.9, 5, -40, -9, 5
CCc1ccc([C@H]2C(C(=O)O)=C[C@@H](C(C)(C)C)N2S(=O)(=O)c2ccc(C)cc2)cc1
→ 6, 18, 0, ., ., 0, ., ., .
Cc1ccc(S(=O)(=O)NCC(=O)N2CCN(c3ccccc3F)CC2)cc1
→ 4, 3, 0, -2, 1.1, 0, 9, 1, 4
CCOC(=O)CNc1nc(C(C)(C)C)nc2c1nnn2Cc1ccccc1Cl
→ 6, 4, -1, 3, 4.0, 2, 0, 1, 2
CC(=O)c1c(C)[nH]c(C(=O)CN(C)CC(=O)Nc2ccccc2Cl)c1C
→ 5, 6, 6, ., ., -3, ., ., .
CC(C)c1ccc(NS(=O)(=O)c2ccc3c(c2)oc(=O)n3C)cc1
→ 23, 3, 1, 0, -1.5, 4, -7, 5, 0
CCOc1ccc(S(=O)(=O)n2ccc(C)n2)cc1
→ -3, 4, 5, -3, 1.8, 0, -7, 1, -1
O=C(Nc1ccccc1C(=O)N1CCCCC1)NC1CCCCC1
→ -1, 2, -2, 3, -0.8, -3, 2, 4, 5
O=C(Nc1cccc(-c2ccc(N3CCOCC3)nn2)c1)c1ccccc1Cl
→ 5, 2, -7, 1, 2.0, 0, 1, 6, 4
Cc1ccc(NC(=O)CN2C(=O)NC(C)(CCc3ccccc3)C2=O)cc1 (stereo unspecified)
→ 0, 0, 3, -2, -2.6, 2, 0, 0, 5

Compounds above that contain a COOH group, in the order listed:
Sequence of screens: pPAFAH inh, PAFAH1B2 inh, AHR activator, Fam108B counter, MEX-5 binding, GLD-1 TGE inh, MCL1-BIM inh, PME-1 inh, BCLXL inh
CC[C@H](C)[C@H](NC(=O)c1ccccc1)C(=O)NC(CC(=O)O)c1ccc(F)cc1 (stereo partly specified)
→ -6, 0, -2, 7, -1.1, 11, 3, -5, 2
CCc1ccc([C@H]2C(C(=O)O)=C[C@@H](C(C)(C)C)N2S(=O)(=O)c2ccc(C)cc2)cc1
→ 6, 18, 0, ., ., 0, ., ., .

High-throughput results as filed in PubChem.
